Screening results as filed in PubChem BioAssay.
HDAC3 inh = HDAC3 deacetylase inhibitors, primary screen, biochemical, fluorescence, cell-free homogeneous. recombinant HDAC3, fluorogenic peptide/trypsin coupled. 0.15% of 320,000 active. inhibition, % at 8.3 µM. Histone deacetylase 3 (Homo sapiens), O15379. AID 2718, 2010; in the data active means inhibition above about 26%, passing the limit was not always enough; inconclusive means no clear call, values can overlap the other calls
Target sequence (O15379 whole entry, looked up): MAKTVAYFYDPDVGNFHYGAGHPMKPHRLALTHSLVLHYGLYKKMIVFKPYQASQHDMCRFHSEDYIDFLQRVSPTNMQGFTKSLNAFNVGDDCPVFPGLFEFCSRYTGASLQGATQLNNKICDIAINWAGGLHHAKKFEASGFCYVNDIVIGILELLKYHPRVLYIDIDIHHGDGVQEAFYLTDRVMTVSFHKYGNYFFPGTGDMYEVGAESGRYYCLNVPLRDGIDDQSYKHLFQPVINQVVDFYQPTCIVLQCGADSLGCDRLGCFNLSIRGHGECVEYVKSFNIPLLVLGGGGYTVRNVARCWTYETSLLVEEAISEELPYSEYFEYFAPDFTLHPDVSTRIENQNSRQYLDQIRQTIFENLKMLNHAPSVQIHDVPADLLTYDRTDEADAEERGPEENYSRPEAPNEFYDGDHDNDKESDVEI
SKKanGAS inh = S. pyogenes SKKanGAS growth inhibitors in kanamycin, primary screen, streptokinase expression inhibitor project, SKKanGAS strain, BacTiter-Glo luminescence; 6 h; inhibition, % at 7.5 µM; 1.3% of 300,000 active; AID 1662, 2009;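 active means mean replicate score, as percent of positive control median, at least 50; inconclusive means mean below 50 but one replicate at or above 50; inactive means mean and every replicate below 50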;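 further: strain carries kanamycin resistance gene driven by streptokinase promoter and grows in 40 µg/ml kanamycin; loss of luminescence reflects streptokinase promoter inhibition or plain growth inhibition; 0% = median of DMSO wells and 100% = positive control at its reference dose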
RGS4 block = RGS4 inhibitors, primary screen, cell-based, HEK293 M3R inducible RGS4, calcium flux | AID 463165, 2010 | 0.45% of 310,000 active | B-score at 10 µM | Fluo-4 calcium flux; active compounds read high; triggered by carbachol at its EC20;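 active means B-score, a plate-corrected calcium signal, over three deviations above library mean, with baseline fluorescence within five deviations of library mean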;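 further: RGS4 expression induced by doxycycline in cells with stable M3 receptor; B-score is computed from the integrated fluorescence ratio over baseline after carbachol; higher B-score means a larger calcium signal and so more RGS4 inhibition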
Target sequence (P49798 whole entry, looked up): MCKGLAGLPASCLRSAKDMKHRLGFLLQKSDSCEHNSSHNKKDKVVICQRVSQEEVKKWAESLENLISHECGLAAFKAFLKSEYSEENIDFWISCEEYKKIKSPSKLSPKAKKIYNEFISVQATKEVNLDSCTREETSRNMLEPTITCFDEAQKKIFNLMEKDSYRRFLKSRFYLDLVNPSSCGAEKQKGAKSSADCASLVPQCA
KCNK3 inh = human KCNK3 channel inhibitors, primary screen, CHO cells, FluxOR thallium flux, B-score; FluxOR fluorescence; active compounds read low; B-score at 10 µM; 0.84% of 340,000 active; AID 602410, 2012;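 active means B-score under library mean minus 4 SD, starting fluorescence ratio at most library mean plus 5 SD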;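 further: more negative B-score means stronger inhibition of thallium flux through KCNK3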
Target sequence (O14649 whole entry, looked up): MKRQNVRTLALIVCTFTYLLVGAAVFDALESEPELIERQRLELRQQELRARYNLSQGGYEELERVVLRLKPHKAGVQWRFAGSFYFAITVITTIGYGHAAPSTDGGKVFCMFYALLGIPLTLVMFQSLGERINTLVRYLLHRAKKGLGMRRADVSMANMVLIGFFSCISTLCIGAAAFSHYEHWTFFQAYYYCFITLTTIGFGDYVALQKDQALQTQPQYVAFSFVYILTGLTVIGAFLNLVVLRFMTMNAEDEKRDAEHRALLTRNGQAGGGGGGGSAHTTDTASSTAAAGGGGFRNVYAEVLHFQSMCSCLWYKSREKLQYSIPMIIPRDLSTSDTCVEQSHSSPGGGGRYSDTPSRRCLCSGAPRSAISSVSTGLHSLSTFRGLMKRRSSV
KCNK9 inh = KCNK9 potassium channel inhibitors, primary screen, HEK293 cells, thallium flux | 1.2% of 310,000 active | Potassium channel subfamily K member 9 (Homo sapiens), Q9NPC2 | AID 488922, 2010 | B-score at 10 µM | FluxOR thallium flux fluorescence; active compounds read low;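 active means ratio B-score over 3 SD below the library mean, with starting fluorescence within 5 SD of its mean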;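 further: negative B-score means less thallium flux so channel inhibition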
hERG protect = hERG rescue from dofetilide block, primary screen, cell-based, CHO-hERG, FluxOR thallium flux, dofetilide IC70; Voltage-gated inwardly rectifying potassium channel KCNH2 (Homo sapiens), Q12809; dofetilide IC70 present; activation (rescue from dofetilide block), less the hit threshold, % at 10 µM; 0.51% of 310,000 active; AID 1511, 2009;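 active means activation above the mean of controls blocked by dofetilide plus 5 SD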;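 further: thallium influx through hERG after potassium depolarization seen as dye fluorescence rise; in these data hits start at about 4.7%; inactives centre near -7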
RGS4 act = RGS4 potentiators or activators, primary screen, cell-based, HEK293 M3R inducible RGS4, calcium flux. carbachol calcium flux Fluo4; active compounds read low. B-score at 10 µM. 0.92% of 310,000 active. AID 463111, 2010;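 active means B-score of the integrated calcium signal more than 4 SD below the library mean, with starting fluorescence not abnormally high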;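 further: negative B-score means reduced calcium response which marks RGS4 activation or potentiation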
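test system = M3R-expressing HEK293 line, RGS4 induced by doxycycline | probe or stimulus = carbachol at ECmax as muscarinic agonist stimulus | timing = dye loading 30 min 37 °C, buffer rest 30 min RT | signal = calcium dye Fluo4 fluorescence | evaluation = B score from integrated fluorescence ratio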
TMEM16A inh = TMEM16A chloride channel inhibitors, primary screen, cell-based, HTS. HEK293 TMEM16A/YFP iodide influx fluorescence, ionomycin. normalized B-score (activity score, 25-100; higher = stronger inhibition) at 10 µM. 1.2% of 310,000 active. AID 588511, 2011;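 active means ratio plate-corrected score three or more library SD toward inhibition, starting fluorescence score within five deviations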;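 further: score derived from kinetic fluorescence span divided by baseline fluorescence per well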
KCNQ1 pot = potentiators or activators of KCNQ1 channel, primary screen, cell-based, thallium flux, high-throughput; Potassium voltage-gated channel subfamily KQT member 1 (Homo sapiens), P51787; CHO-K1 KCNQ1, thallium flux FluxOR fluorescence; active compounds read high; B-score at 10 µM; 0.35% of 310,000 active; AID 2648, 2010;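 active means fluorescence ratio B-score, a plate-corrected score, at least three library SD, with initial intensity B-score within 5 SD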
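Assay system: stable KCNQ1 CHO-K1 line; medium: assay buffer, equal DMSO in all wells; timing: 90 min dye loading and 20 min compound exposure, both at room temperature; technique: kinetic FluxOR thallium fluorescence, 10-s 1-Hz baseline, 110-s post-stimulus read; read-out basis: B score of baseline-normalized fluorescence ratio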
KCNQ1 inh = inhibitors of human KCNQ1 channel, primary screen, cell-based, thallium flux, high-throughput; B-score at 10 µM; AID 2642, 2010; 1.3% of 310,000 active; CHO-K1 KCNQ1, FluxOR thallium flux fluorescence; active compounds read high;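 active means compounds whose thallium flux B-score, printed positive for inhibition, exceeds three library SD while starting fluorescence stays within three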;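 further: channel opened by potassium depolarization with thallium stimulus after 20 min compound exposure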
ANO1 activ = TMEM16A chloride channel activators or potentiators, primary screen, cell-based, HTS. B-score at 10 µM. 0.3% of 340,000 active. Anoctamin-1 (Mus musculus), Q8BHY3. AID 623877, 2012. HEK293 TMEM16A/YFP-H148Q/I152L, iodide quench fluorescence; active compounds read low;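 active means fluorescence-ratio B-score plate-corrected deviation score at least 3 library SD below zero, with starting fluorescence score within 5 deviations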;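 further: channel opened by trigger with iodide after compound preincubation; score built on the fluorescence ratio of max minus min over baseline; more negative score means more quench and so TMEM16A activation or potentiation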
* = called active by the depositor; i = inactive; u = inconclusive; x = not tested or not shown. Rows are unselected; any-hit rate near 6.3%.

Structure	TMEM16A inh	HDAC3 inh	ANO1 activ	SKKanGAS inh	KCNK9 inh	RGS4 act	hERG protect	KCNQ1 inh	KCNQ1 pot	RGS4 block	KCNK3 inh
O=c1[nH]c2ccccc2nc1-c1c[nH]c2ccccc12	i	-9	i	-10	i	i	-3	i	i	i	i
COc1ccc(-c2nn(CCC#N)cc2C(=O)Nc2ccccn2)cc1OC	i	-13	i	13	i	i	-2	i	i	i	i
O=C(NC(=S)Nc1ccc(S(=O)(=O)Nc2ncccn2)cc1)c1cccc(Br)c1	i	-1	i	2	i	i	-7	i	i	i	i
CC1CN(C(=O)Nc2cccc(Cl)c2)C2(CCCCCC2)O1 (configuration not stated)	i	2	i	-15	i	i	-6	i	i	i	i
S=C(Sc1ccc(Cl)cc1)Sc1ccc(Cl)cc1	i	x	x	37	i	i	-13	i	i	i	x
CC1Cc2ccccc2N1CC(=O)NCc1ccccc1Cl (configuration not stated)	i	-4	i	9	i	i	-6	i	i	i	i
O=C(O)C1CCCCC1C(=O)Nc1ccccc1C(=O)N1CCN(c2ccc(F)cc2)CC1 (configuration not stated)	i	-5	i	9	i	i	-6	i	i	i	i
CCOC(=O)C(CCCOc1ccccc1)C(=O)OCC	i	1	i	1	i	i	-4	i	i	i	i
COc1ccc(OCc2cccc(C(=O)Nn3cc([N+](=O)[O-])cn3)c2)cc1	i	0	i	3	i	i	-19	i	i	i	i
COC(=O)c1ccc(NC(=O)CCNS(=O)(=O)c2cccc3nonc23)cc1	i	-4	i	7	i	i	-7	i	i	i	i
O=C(N/N=C/C=C/c1ccco1)/C(=C/c1ccccc1)NC(=O)c1ccccc1	i	9	i	-4	i	i	-7	i	i	i	i
COc1ccc2c(c1OC)C(=O)OC2	i	1	i	3	i	i	-2	i	i	i	i
O=C(NCCc1ccccn1)c1ccc(OC(F)F)cc1	i	-6	i	-1	i	i	-11	i	i	i	i
O=C(COC(=O)/C=C/c1ccc(OC(F)F)cc1)NCc1cccs1	i	0	i	-19	i	i	-5	i	i	i	i
CC(=O)Nc1cccc(N(C)C)c1	i	5	i	2	i	i	-9	i	i	i	i
CC(CN1CCOCC1)OC(=O)c1ccccc1 (configuration not stated)	i	3	i	-4	i	i	-6	i	i	i	i
Cc1ccnc2nc(C(=O)OCCOc3cccc(Br)c3)nn12	i	1	i	0	i	i	-12	i	i	i	i
COc1ccc(/C=N/NC(=O)c2ccco2)cc1OCc1ccccc1	i	-2	i	-2	i	i	-2	i	i	i	i
O=C(Nc1ccno1)Nc1ccc(Cl)cc1Cl	i	7	i	4	i	i	-11	i	i	i	i
CC(C)(C)C(=O)Nc1ccc(-c2csnn2)cc1	i	-2	i	0	i	i	-8	i	i	i	i
O=C(CSc1nnc(CNc2ccc(F)cc2)n1Cc1ccccc1)NCc1ccccc1	i	12	i	5	i	i	-4	i	i	i	i
Cc1ccccc1-c1nc(CN2CCC(C(=O)NC3CCCCC3)CC2)c(C)o1	i	6	i	-1	i	i	-4	i	i	i	i
N#C/C(=C\c1ccc(OCCN2CCOCC2)cc1)C(=O)Nc1ccccc1	i	7	i	-2	i	i	-5	i	i	i	i
CC(C)[C@H](CN(N=O)[C@@H](Cc1ccccc1)CN(C)N=O)N(CCc1ccccc1)N=O	i	8	i	-3	i	i	-7	i	i	i	i
Cc1cc(OCCn2cnc3ccccc3c2=O)cc(C(C)C)c1	i	-4	i	-6	i	i	-6	i	i	i	i

(cont.)
Structure	TMEM16A inh	HDAC3 inh	ANO1 activ	SKKanGAS inh	KCNK9 inh	RGS4 act	hERG protect	KCNQ1 inh	KCNQ1 pot	RGS4 block	KCNK3 inh
CC(NS(=O)(=O)c1ccc(Br)cc1)C(=O)NCc1ccc2c(c1)OCO2 (configuration not stated)	i	5	i	-1	i	i	-12	i	i	i	i
COC(=O)c1sc2nc(CSc3ccc(Br)cc3)[nH]c(=O)c2c1C	i	-7	i	12	i	i	-9	i	i	i	i
Cc1c(OCC(=O)OC(C)(C)C)ccc2c3c(c(=O)oc12)CCC3	i	0	i	7	i	i	-5	i	i	i	i
COC(=O)CCN(c1ccccc1)S(=O)(=O)c1cc(-c2cc(C)no2)ccc1OC	i	3	i	-13	i	i	-11	i	i	i	i
Cc1nnsc1NC(=O)OCCCl	i	5	i	-4	i	i	-8	i	i	i	i
CC(=O)c1cccc(NC(=O)CSc2ccc(-c3ccc4c(c3)OCO4)nn2)c1	i	-2	i	4	i	i	-2	i	i	i	i
CCC1=C(OC(=O)N(CC)CC)N2C(=O)OC(=NCCc3c[nH]c4ccccc34)[C@]2(C)[C@H]2C1=CC[C@H]1C(=O)N(CC(=O)OC)C(=O)[C@H]12	i	11	i	5	i	i	-5	i	i	i	i
Cc1ccc(/C=C2\OC(=O)c3ccccc32)cc1	i	-4	i	0	i	i	-11	i	i	i	i
CCCC(=O)OCCNc1cc(Sc2nccn2C)c2nonc2c1[N+](=O)[O-]	i	8	i	10	i	i	-32	i	i	13*	i
COc1cccc(CNC(=O)Cn2cc([N+](=O)[O-])cn2)c1	i	1	i	1	i	i	-8	i	i	i	i
CCN(CC)CCN(C(=O)c1ccc2ncsc2c1)c1nc2cc3c(cc2s1)OCO3	i	u	i	3	i	i	-12	10*	i	i	i
COc1ccccc1N1CCN(C(=O)C2CCCO2)CC1 (configuration not stated)	i	-1	i	5	i	i	-6	i	i	i	i
C/C(=N\NC(=O)c1c[nH]c2ccccc12)c1ccc(C)o1	i	2	i	-2	i	i	-12	i	i	i	i
CCOC(=O)[C@@H]1[C@H]2COc3ccccc3[C@H]2N2C(=O)N(c3ccc(C)cc3)C(=O)[C@]12C	i	14	i	-1	-6.7*	i	-7	i	i	i	i
CC(=O)NC(Cc1cccc(F)c1)C(=O)NC1CCN(c2ncccc2[N+](=O)[O-])CC1 (configuration not stated)	i	0	i	-22	i	i	-5	i	i	i	i
O=C(CCCNS(=O)(=O)c1ccccc1)NCc1ccco1	i	0	i	-6	i	i	-13	i	i	i	i
COc1cc2c(cc1OC)CN(C(=O)c1ccc(S(=O)(=O)N3CCCCCC3)cc1)CC2	i	4	i	-12	i	i	-5	i	i	i	i
COc1ccccc1-c1c(NC(=O)c2ccco2)n(C)c2ccccc2c1=O	i	7	x	-9	i	i	-4	i	i	i	x
CCN1CCc2c(sc(N)c2C#N)C1	i	-3	i	1	i	i	-10	i	i	i	i
Cc1cc(C(=O)CN2C(=O)NC3(CCC(C)CC3)C2=O)c(C)n1C (configuration not stated)	i	-13	i	-1	i	i	-9	i	i	i	i
CCOC(=O)/C(=N\Nc1ncnc2ccccc12)c1ccc(C)cc1	i	9	i	-1	i	i	-12	i	i	i	i
CCOc1cccc(N(C(=O)c2ccco2)C(C(=O)NC2CCCC2)c2cccnc2)c1 (configuration not stated)	i	1	i	u	i	i	-4	i	i	i	i
Cc1ccc(CS(=O)(=O)CCC(=O)NCCCN2CCCC2=O)cc1	i	-5	i	-3	i	i	-4	i	i	i	i
CCN(CC(=O)Nc1ccc(NC(C)=O)cc1)C(=O)Cc1c(Cl)cccc1Cl	i	-3	i	-2	i	i	-8	i	i	i	i
CCOC(=O)CSC1=C(C#N)C(c2ccc(C)s2)CC(=O)N1 (configuration not stated)	i	2	i	-11	i	i	-15	i	i	i	i

(next part)
Structure	TMEM16A inh	HDAC3 inh	ANO1 activ	SKKanGAS inh	KCNK9 inh	RGS4 act	hERG protect	KCNQ1 inh	KCNQ1 pot	RGS4 block	KCNK3 inh
Cc1ccc(NC(=O)c2cc(=O)c3ccccc3o2)c(C)c1	i	-3	i	0	i	i	-8	i	i	i	i
Cc1cccc(Nc2c([N+](=O)[O-])c(=O)n(C)c3ccccc23)c1	i	-8	i	5	i	i	-9	i	i	i	i
C=CCN(CC=C)C(=S)NC(=O)c1ccc([N+](=O)[O-])cc1	i	7	i	2	i	i	42*	i	10*	i	i
CCOCC(=O)N1CCN(c2ccc(F)cc2)CC1	i	1	i	-1	i	i	-1	i	i	i	i
Clc1ccc(OCc2nnc(-c3ccccc3Br)o2)c(Cl)c1	i	0	i	-15	i	i	-9	i	i	i	i
COc1ccc2c(CC(=O)Nc3ccccc3OC)coc2c1	i	1	i	5	i	i	-1	i	i	i	i
O=C(O)c1cccc(-c2ccc(/C=C3/SC(=Nc4ccccc4)N(Cc4cccnc4)C3=O)o2)c1	i	-2	i	53*	i	i	-5	i	i	i	i
Cc1oc(-c2ccc(Cl)cc2)nc1CN1CCCC(C(=O)NCc2ccccn2)C1 (configuration not stated)	i	-5	i	-4	i	i	-6	i	i	i	i
COc1ccc(C2c3cc(OC)c(OC)cc3CCN2C(=O)c2ccccc2Br)cc1OC (configuration not stated)	i	-3	i	-4	i	i	-6	i	i	i	i
COC(=O)c1ccccc1NC(=O)c1sc(Cl)nc1C	i	6	i	0	i	i	-5	i	i	i	i
COc1cc(CN2CCC(C(=O)N3CCC(C)CC3)CC2)cc(Br)c1O	i	0	i	18	i	i	-3	i	i	i	i
COc1cc(C(=S)N2CCOCC2)cc(OC)c1OC(=O)c1cc([N+](=O)[O-])cc([N+](=O)[O-])c1	i	-3	i	9	i	i	-10	i	i	i	i
Cc1ccc(S(=O)(=O)N2CCN(C(=O)c3ccco3)CC2)c(C)c1	i	2	i	2	i	i	-10	i	i	i	i
O=C(COc1ccc(Cl)cc1)NCc1nnc(SCC(=O)N2CCCCCC2)o1	i	0	i	-4	i	i	-4	i	i	i	i
